Rac1 mut GTP = modulators of GTP binding to human Rac1 activated mutant; P63000; GST-Rac1 activated beads, fluorescent GTP binding, flow cytometry; actives lie on both sides; 100% means binding = to untreated wells; percent activity (GTP binding), % at 10 µM; 0.11% of 190,000 active;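 active = GTP binding at least 20 percentage points away from the 100% baseline, in either direction, so actives lie on both sides; inconclusive = Compound likely fluorescent itself, or too few beads counted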
Mcl1-Noxa inh = Mcl-1/Noxa interaction inhibition; TR-FRET Mcl-1/Noxa peptide binding, 2 h; inhibition, % at 21.7 µM; 1.5% of 220,000 active; AID 1022;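 active = compounds that cut the protein-peptide binding signal by more than 50% relative to plate controls in a single-dose test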;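 also: His-tagged Mcl-1 with rhodamine Noxa BH3 peptide and terbium anti-His antibody; 0% = Mcl-1 plus Noxa peptide wells and 100% = peptide-only wells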
Target sequence (Q07820 whole entry, looked up): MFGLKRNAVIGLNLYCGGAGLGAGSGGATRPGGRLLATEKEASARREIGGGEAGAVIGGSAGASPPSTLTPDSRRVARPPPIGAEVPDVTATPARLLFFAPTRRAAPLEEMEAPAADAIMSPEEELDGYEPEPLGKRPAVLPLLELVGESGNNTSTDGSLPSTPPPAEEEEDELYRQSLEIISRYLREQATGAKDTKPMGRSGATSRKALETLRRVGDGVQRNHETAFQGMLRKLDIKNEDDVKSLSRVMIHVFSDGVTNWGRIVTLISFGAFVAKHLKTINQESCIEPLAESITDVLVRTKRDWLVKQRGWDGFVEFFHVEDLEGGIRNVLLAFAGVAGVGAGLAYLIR
HRas wt GTP bind = changes GTP binding to wildtype human HRas; P01112; GST-Ras wt beads, Bodipy-FL-GTP binding, flow cytometry; actives lie on both sides; GTP binding activity, % at 10 µM; 0.14% of 190,000 active; AID 759;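 active = GTP binding activity at least 20% away from the 100% baseline, either lowered as inhibitor or raised as activator; inconclusive = flagged as likely green fluorescent, judged across all proteins in the well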;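 also: 0% = unlabeled GTP competition control and 100% = no-compound control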
Target sequence (P01112 whole entry, looked up): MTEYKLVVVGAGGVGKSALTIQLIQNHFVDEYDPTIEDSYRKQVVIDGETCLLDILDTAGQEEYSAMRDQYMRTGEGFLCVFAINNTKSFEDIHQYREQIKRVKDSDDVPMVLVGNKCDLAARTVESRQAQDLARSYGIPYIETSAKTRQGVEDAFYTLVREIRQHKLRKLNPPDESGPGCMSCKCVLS
Rab7 wt modul = modulators of GTP binding to dog Rab7 wildtype GTPase. GTP binding activity (percent of control), % at 10 µM. 0.055% of 190,000 active. GST-Rab7 beads, fluorescent GTP binding, flow cytometry; actives lie on both sides; untreated = 100%, excess cold GTP = 0%;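 active = fluorescent GTP binding to Rab7 beads changed by at least 20 points from the 100% baseline, either direction, mostly lower; inconclusive = compound itself probably fluorescent, or too few beads counted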;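 also: median green fluorescence of bound Bodipy-FL-GTP per Rab7 bead population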
Mcl1-Bid inh = Mcl-1/Bid interaction inhibition. Q07820. AID 1021. 0.97% of 220,000 active. TR-FRET Mcl-1/Bid-Dy647 peptide binding, 1536-well. inhibition, % at 21.7 µM;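 active = compounds that cut the binding signal by more than half at the single screening dose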;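 also: His-tagged Mcl-1 with europium anti-His antibody binding Bid BH3 peptide; 0% = Mcl-1 plus peptide wells and 100% = peptide-only wells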
Pf gamet viab = P. falciparum stage V gametocyte viability inhibition. P. falciparum stage V gametocytes, ATP luminescence, 24 h. inhibition, % at 10.9 µM. 0.065% of 150,000 active;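 active = inhibition above the mean plus 3 SD of compounds within the control limits, set per campaign, cut at about 38% in these data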;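 also: 0% = DMSO wells and 100% = medium only without gametocytes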
Cdc42 wt = changes GTP binding to wildtype human Cdc42 | P60953 | GST-Cdc42 beads, Bodipy-GTP binding, flow cytometry; actives lie on both sides | percent activity (GTP binding), % at 10 µM | 0.2% of 190,000 active | AID 761;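 active = percent activity GTP binding at least 20 points away from the 100% baseline, either down as inhibitor or up as activator; inconclusive = compound flagged as likely green fluorescent from well-wide comparison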;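 also: median bead fluorescence of bound Bodipy-FL-GTP at 100 nM; 0% = excess unlabeled GTP control and 100% = no compound control; below 100% means less GTP binding so inhibitor and above means activator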
Target sequence (P60953 whole entry, looked up): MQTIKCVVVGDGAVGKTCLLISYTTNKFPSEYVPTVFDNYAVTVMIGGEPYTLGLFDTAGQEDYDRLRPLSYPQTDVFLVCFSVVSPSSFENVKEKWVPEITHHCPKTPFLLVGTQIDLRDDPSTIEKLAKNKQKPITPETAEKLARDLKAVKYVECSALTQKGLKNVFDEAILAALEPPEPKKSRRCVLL
Avidin bead fluor = compound fluoresces at 488/530 nm on avidin beads; compound fluorescence 488/530 nm, flow cytometry; hits give high values; fluorescence (KMESF) at 10 µM; 0.38% of 220,000 active; AID 1775; in the data active = fluorescence above about 47; also: inactives centre near 10
Bim-Mcl-1 = inhibitors of Bim-Mcl-1 interaction, human | Q07820 | Bead-based flow cytometry, Bim peptide-Mcl-1 binding | inhibition, % at 10 µM | 0.1% of 190,000 active | AID 1009; in the data active = inhibition above about 40%;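 also: 0% = no compound tracer wells and 100% = peptide blocker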
Rac1 wt GTP bind = human Rac1 wildtype GTP binding, inhibitors and activators; AID 757; 0.27% of 190,000 active; GST-Rac1 beads, fluorescent GTP binding, flow cytometry; actives lie on both sides; 0 = cold GTP competed, 100 = untreated; GTP binding activity (% of control), % at 10 µM;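 active = GTP binding activity at least 20 points away from the 100% control level, either lower or higher; inconclusive = compound flagged as likely green fluorescent, judged across all proteins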
Rab2A wt mod = changes GTP binding to wildtype dog Rab2A, up or down; GST-Rab2 wt beads, Bodipy-GTP binding, flow cytometry; P61105; GTP binding activity, % at 10 µM; 0.19% of 190,000 active;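 active = GTP binding activity at least 20 points away from 100%, either lowered or raised; inconclusive = signal likely due to the compound's own green fluorescence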;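 also: 0% = beads with excess unlabeled GTP and 100% = no-compound control corrected for plate trend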
Numbers without * were called inactive; ? = inconclusive; / = no result given; & = joins results of further samples.

SMILES	Rac1 mut GTP	Mcl1-Noxa inh	HRas wt GTP bind	Rab7 wt modul	Mcl1-Bid inh	Pf gamet viab	Cdc42 wt	Avidin bead fluor	Bim-Mcl-1	Rac1 wt GTP bind	Rab2A wt mod
Cn1c(C(O)c2ccccc2)nc(Cl)c1Cl (configuration not stated)	97	-2	101	96	-16	/	101	14	-6	100	98
CCOC(=O)c1ccc2nc(C)c(CC)c(Cl)c2c1	90	13	94	99	-20	-16	92	12	0	93	94
Cc1cccc(C)c1NS(=O)(=O)c1ccc2c(c1)C(=O)c1ccccc1C2=O	96	14	97	101	-15	/	94	13	-2	96	97
Cc1cccc(C(=O)Nc2ccccc2N2CCN(c3ccc(F)cc3)CC2)c1	98	0	101	100	-21	/	101	7	-2	106	99
CC(C)CN(C(=O)CSc1nncn1-c1ccccc1)c1c(N)n(CC(C)C)c(=O)[nH]c1=O	99	18	100	107	-24	10	99	13	-2	99	101
O=C(COc1ccccc1)Nc1ccccc1N1CCN(c2ccc(F)cc2)CC1	94	-2	95	93	-8	8	96	30	-2	94	95
Cc1cccc(OCc2nc(-c3ccc(Br)o3)no2)c1	97	-7	96	104	-3	/	100	8	-1	99	98
CC(Sc1n[nH]c(N)n1)C(=O)Nc1ccc(Cl)cn1 (configuration not stated)	95	6	98	97	0	13	97	13	0	98	97
Cc1ccccc1NC(=S)N(C)C1(c2ccccc2Cl)CCCCC1=O (configuration not stated)	103	5	103	102	-15	-22	105	30	-5	109	103
O=C(CSc1nnnn1-c1cccc2c1CCCC2)NC1CCCC1	93	22	97	99	11	/	99	34	-2	97	95
CCC(C)n1c(SC(C)C#N)nc2ccccc2c1=O (configuration not stated)	96	16	98	96	-4	12	97	4	4	98	95
c1ccc(OCCSc2nc3ccccc3[nH]2)cc1	93	10	96	98	-2	/	94	6	0	98	96
CCCOc1ccccc1C(=O)NC(CO)C(=O)O (configuration not stated)	101	18	103	103	1	12	103	36	-3	106	102
O=C(O)CCC(C(=O)O)n1c(O)c(C2=c3ccccc3=NC2=O)sc1=S (configuration not stated)	99	23	102	102	-17	/	99	8	3	104	101
O=C(NC1CCCc2ccccc21)C1CCN(c2nnc(-n3cccc3)s2)CC1 (configuration not stated)	101	5	104	102	-16	/	104	23	-2	106	104
CCOC(=O)Cc1csc(N/N=C/c2ccccc2)n1	98	9	98	101	-35	-36	100	15	-6	104	99
COc1c(Cl)cc(Cl)cc1C(=O)Nc1ccc(CN2CCCCC2)cc1	95	9	97	96	3	/	100	7	-3	96	95
CCCn1c(-c2ccccc2)nc2c(=O)n(C)c(=O)[nH]c21	98	-1	99	100	-37	/	99	11	1	98	99
Cc1cc(C)nc(SCc2ccc(C(=O)N/N=C3\CC(C)CC(C)(C)C3)cc2)n1 (configuration not stated)	97	-4	97	97	2	-2	100	12	-2	100	98
Cc1[nH]nc2c1C1(CCN(Cc3ccccc3)CC1)C(C#N)=C(N)O2	94	12	96	94	-25	/	92	10	0	94	96
O=C(CO/N=C/c1ccccc1Cl)N1CCCc2ccccc21	98	-2	100	104	-14	14	103	21	-5	107	101
Cc1occc1-c1nnc(SCC(=O)Nc2nc3ccccc3s2)o1	97	6	96	100	10	5	98	6	8	100	95
Cc1ccc(-n2nc(C(=O)c3ccccc3)n3c(=O)c(Cc4ccccc4)nnc23)cc1	101	-20	103	100	12	-13	103	5	0	105	100
COc1ccc(S(=O)(=O)Nc2ccc(-n3cccc3)cc2)cc1	91	8	94	97	-21	18	91	0	1	94	92
CC(=O)c1ccc(NC(=O)c2ccc3nc(-c4ccco4)c(-c4ccco4)nc3c2)cc1	88	101*	85	88	97*	/	84	1	10	88	83

The results go on.
SMILES	Rac1 mut GTP	Mcl1-Noxa inh	HRas wt GTP bind	Rab7 wt modul	Mcl1-Bid inh	Pf gamet viab	Cdc42 wt	Avidin bead fluor	Bim-Mcl-1	Rac1 wt GTP bind	Rab2A wt mod
CCn1cc(C(=O)OCc2ccc(F)cc2)c(=O)c2ccc(C)nc21	95	-15	98	95	37	/	100	24	-1	99	98
COCCNC(=O)Cn1nc(-c2ccccc2OC)ccc1=O	98	-8	97	95	-1	/	97	5	3	98	95
CC(C)CNC(=S)NNC(=O)c1nn(C)cc1Cl	99	4	101	103	-27	-7	101	5	-1	103	99
O=C(C1COc2ccccc2O1)N1CCOCC1 (configuration not stated)	96	1	100	97	6	/	101	4	-2	100	98
Cc1ccc(S(=O)(=O)CCC(=O)Nc2nccs2)cc1	99	3	99	96	-22	/	101	3	4	100	98
CCN(CC)CCN1C(=O)Cn2c(C)c(C)c3cccc1c32	101&97	25&28	101&99	98&103	-36&-28	-19&-6	103&96	7&13	2&0	107&98	100&99
O=C(C1CCCO1)N(c1ccc(F)cc1)C1C=CS(=O)(=O)C1 (configuration not stated)	94	9	101	103	-16	5	96	25	1	100	101
CCOc1ccc(C2=Nn3c(nnc3-c3ccccn3)SC2)cc1	?	26	?	?	-9	-4	?	6	6	?	?
N=C1C(c2ccccc2)=C(O)CN1CCCO	98	9	98	101	-37	-23	101	9	-1	102	101
CSc1cccc(NC(=O)CSc2nc3ccccc3o2)c1	98	7	100	97	-30	-3	101	32	2	99	99
CCn1c(SCC(=O)NCc2cccs2)nc2c1c(=O)n(C)c(=O)n2C	99	20	99	99	-9	/	103	30	-5	102	101
O=C(Nc1nnc(SCc2ccccn2)s1)C1CC(=O)N(c2ccccc2)C1 (configuration not stated)	97	8	98	98	4	3	98	6	36	101	96
CNc1nc(-c2ccccc2)cc(C)c1S(C)(=O)=O	94	8	96	99	-28	5	97	9	2	94	98
COc1ccc(C(=O)Nc2cccc3c2C(=O)NC3=O)cc1S(=O)(=O)N1CCOCC1	102	-21	103	103	-16	/	103	16	2	105	103
COc1cc(OC)cc(C(=O)N[C@H](C(=O)OCC(N)=O)C(C)C)c1	100	14	100	104	-9	7	99	0	-4	105	99
CCN(CC)CCOC(=O)c1ccc(NC(=O)C2(c3ccccc3)CCCC2)cc1	97	13	100	99	3	27	98	15	-1	97	100
COc1ccc(CNc2nc3c(c(C(F)(F)F)n2)CCCCC3)cc1	99	17	100	102	8	/	100	8	-2	106	99
COc1ccc(NC(=O)CSc2ncc(-c3ccc(F)cc3)n2Cc2ccco2)cc1	99	11	101	101	1	/	99	4	1	100	101
Cc1cc(C(=O)OCC(=O)c2ccc(Cl)c([N+](=O)[O-])c2)c2cccc(C)c2n1	92	13	95	99	-7	8	94	3	-5	95	94
COc1ccc(CCNC(=O)C(NS(=O)(=O)c2ccc3c(c2)CCN3C(C)=O)C(C)C)cc1OC (configuration not stated)	98	11	97	100	-19	/	99	11	0	100	98
OC(COCc1ccc(Cl)cc1)CN1CCN(c2ccccn2)CC1 (configuration not stated)	99	13	99	97	23	16	99	6	31	102	100
CC(C)COP(=O)(OCC(C)C)C(Nc1ccccc1)c1ccc2c(c1)OCO2 (configuration not stated)	95	14	97	96	2	11	97	11	-6	95	96
COc1cc2nc(NCC3CCCO3)n3nc(-c4cccnc4)nc3c2cc1OC (configuration not stated)	96	23	99	98	-18	1	97	10	1	98	98
O=C1/C(=C/c2cccnc2)Oc2cc(OS(=O)(=O)c3ccccc3)ccc21	101	9	98	97	15	/	98	8	-3	105	97
Cc1cccc(OCC(=O)Nc2nc3ccc([N+](=O)[O-])cc3s2)c1C	91	-17	96	100	11	/	95	37	-1	96	95

Further records follow:
SMILES	Rac1 mut GTP	Mcl1-Noxa inh	HRas wt GTP bind	Rab7 wt modul	Mcl1-Bid inh	Pf gamet viab	Cdc42 wt	Avidin bead fluor	Bim-Mcl-1	Rac1 wt GTP bind	Rab2A wt mod
O=C(N/N=C/c1ccc2cccnc2c1)c1ccco1	98	12	98	103	-4	19	96	6	-7	100	99
Cc1nc2nc(CSc3ccc(Cl)cc3)cc(=O)n2[nH]1	101	17	103	101	3	/	107	6	-6	106	102
O=C(Nc1cccnc1)c1cc(-c2ccco2)on1	97	5	99	96	25	/	99	13	0	96	97
C=CCN(C(=O)Nc1ccccc1)C1CC(=O)N(c2ccc(OC)cc2)C1=O (configuration not stated)	103	-5	101	101	-45	/	102	7	3	105	101
O=C(NCCCN1CCCC1=O)NC1CCCCC1	99	12	100	100	-8	/	102	38	54*	102	99
O=C(NC1CCN(C(=S)NCc2ccco2)CC1)C12CC3CC(CC(C3)C1)C2	98	7	99	98	-41	/	97	9	-2	99	101

Among those listed so far, these have a Cl atom:
SMILES	Rac1 mut GTP	Mcl1-Noxa inh	HRas wt GTP bind	Rab7 wt modul	Mcl1-Bid inh	Pf gamet viab	Cdc42 wt	Avidin bead fluor	Bim-Mcl-1	Rac1 wt GTP bind	Rab2A wt mod
Cn1c(C(O)c2ccccc2)nc(Cl)c1Cl (configuration not stated)	97	-2	101	96	-16	/	101	14	-6	100	98
CCOC(=O)c1ccc2nc(C)c(CC)c(Cl)c2c1	90	13	94	99	-20	-16	92	12	0	93	94
CC(Sc1n[nH]c(N)n1)C(=O)Nc1ccc(Cl)cn1 (configuration not stated)	95	6	98	97	0	13	97	13	0	98	97
Cc1ccccc1NC(=S)N(C)C1(c2ccccc2Cl)CCCCC1=O (configuration not stated)	103	5	103	102	-15	-22	105	30	-5	109	103
COc1c(Cl)cc(Cl)cc1C(=O)Nc1ccc(CN2CCCCC2)cc1	95	9	97	96	3	/	100	7	-3	96	95
O=C(CO/N=C/c1ccccc1Cl)N1CCCc2ccccc21	98	-2	100	104	-14	14	103	21	-5	107	101
CC(C)CNC(=S)NNC(=O)c1nn(C)cc1Cl	99	4	101	103	-27	-7	101	5	-1	103	99
Cc1cc(C(=O)OCC(=O)c2ccc(Cl)c([N+](=O)[O-])c2)c2cccc(C)c2n1	92	13	95	99	-7	8	94	3	-5	95	94
OC(COCc1ccc(Cl)cc1)CN1CCN(c2ccccn2)CC1 (configuration not stated)	99	13	99	97	23	16	99	6	31	102	100
Cc1nc2nc(CSc3ccc(Cl)cc3)cc(=O)n2[nH]1	101	17	103	101	3	/	107	6	-6	106	102

Screening results from PubChem BioAssay.
